Screening results from PubChem.
INS-1E rescue: protection of INS-1E cells from cytokine death, primary screen, ATP luminescence, single point; protection from cytokine-induced ATP loss, % at 10 µM; actives 0.1% (n = 20,000); INS-1E cytokine-induced death, 48 h; normalised: neutral wells 0, positive control 100; AID 488910, 2010;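 active = mean replicate protection from cytokine-induced ATP loss at least 50% and at least 75% of replicates each reaching 50%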
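Test system: INS-1E rat cells | Quantity: 8000 cells per well | Medium: Phenol-red-free RPMI with 5% fetal bovine serum | Reagent: Cytokine cocktail of IFN-γ, TNF-α and IL-1β | Doses: One compound concentration, pin transfer | Timing: 48 h co-treatment, 10 min post-lysis read | Technique: Luminescent ATP assay (CellTiter-Glo)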
T cruzi intra: inhibitors of intracellular Trypanosoma cruzi, primary screen, cell-based, plate reader, single point, set 2; intracellular Trypanosoma cruzi in host cells; actives 4.9% (n = 22,000); activity score (inhibition), % at 5.01 µM; AID 651903, 2012; in the data active = activity score above about 55%;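 also: parasites and compound incubated about four days before reading; 0% = median of neutral control wells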
Numbers without * were called inactive; nt = not tested or not shown.

Screens in order – INS-1E rescue | T cruzi intra
C[C@@H]1CN([C@H](C)CO)C(=O)CCCn2cc(nn2)CO[C@@H]1CN(C)S(=O)(=O)c1ccc(-n2cccn2)cc1
 : nt | -2.6
CC(C)NC(=O)Nc1cccc2c1O[C@@H](CN(C)CC1CC1)[C@H](C)CN([C@@H](C)CO)C2=O
 : 3.4 | 7.0
C[C@H]1CN([C@@H](C)CO)C(=O)c2cccc(NC(=O)C3CC3)c2O[C@H]1CN(C)C(=O)Nc1cccc2ccccc12
 : 4.6 | -6.6
COc1ccc(S(=O)(=O)Nc2cccc3c2O[C@@H](CN(C)C(=O)Nc2cccc4ccccc24)[C@H](C)CN([C@H](C)CO)C3=O)cc1
 : -7.2 | -10.9
CNC[C@@H]1Oc2c(N)cccc2C(=O)N([C@H](C)CO)C[C@H]1C
 : 3.2 | -14.8
C[C@H](CO)N1C[C@H](C)[C@H](CN(C)Cc2ccc(F)cc2)Oc2ncc(-c3cccc(F)c3)cc2C1=O
 : nt | 22.5
C[C@@H]1CN([C@H](C)CO)C(=O)c2cc(NC(=O)Cn3cnnn3)ccc2O[C@H]1CN(C)C
 : nt | -11.2
C[C@@H]1CN([C@H](C)CO)C(=O)c2cc(NC(=O)Nc3ccc4c(c3)OCO4)ccc2O[C@H]1CN(C)Cc1ccncc1
 : nt | -1.5
CC(C)NC(=O)Nc1ccc2c(c1)C(=O)N([C@@H](C)CO)C[C@H](C)[C@H](CN(C)Cc1ccc3c(c1)OCO3)O2
 : nt | -3.4
C[C@@H]1CN([C@@H](C)CO)C(=O)c2cc(NC(=O)c3ccncc3)ccc2O[C@H]1CN(C)S(=O)(=O)c1cccs1
 : -2.4 | -5.1
COC(=O)CCCCCCC(=O)N/N=C/c1ccc(Oc2ccccc2)cc1
 : 7.7 | 15.2
C[C@@H]1CN([C@@H](C)CO)C(=O)c2cccc(NC(=O)Nc3ccc(F)cc3)c2O[C@H]1CN(C)CC1CCCCC1
 : -24.9 | 9.5
COc1ccc(NC(=O)N(C)C[C@@H]2Oc3ccc(NC(=O)Cc4ccccc4)cc3CC(=O)N([C@@H](C)CO)C[C@@H]2C)cc1
 : -0.6 | -19.7
Cc1ccc(S(=O)(=O)Nc2ccc3c(c2)C(=O)N([C@@H](C)CO)C[C@H](C)[C@H](CN(C)CC2CCCCC2)O3)cc1
 : 1.0 | 11.5
C[C@@H]1CN([C@H](C)CO)C(=O)Cc2cc(NC(=O)C3CC3)ccc2O[C@H]1CN(C)C(=O)NC1CCCCC1
 : 5.5 | -20.6
C[C@@H]1CN([C@@H](C)CO)C(=O)c2cc(NC(=O)Nc3ccc4c(c3)OCO4)ccc2O[C@@H]1CN(C)Cc1ccc(-c2ccccc2)cc1
 : nt | -5.4
COc1ccc(CN(C)C[C@H]2Oc3c(NC(=O)Nc4ccc(OC)cc4)cccc3C(=O)N([C@H](C)CO)C[C@H]2C)cc1
 : -25.9 | 6.0
CC(C)NC(=O)N(C)C[C@H]1Oc2c(NS(=O)(=O)c3ccc(F)cc3)cccc2C(=O)N([C@@H](C)CO)C[C@@H]1C
 : 3.5 | -24.4
C[C@H]1CN([C@@H](C)CO)C(=O)CCCn2nncc2CO[C@@H]1CN(C)Cc1ccc2c(c1)OCO2
 : nt | 19.4
C[C@@H]1CN([C@@H](C)CO)C(=O)Cc2cc(NS(=O)(=O)c3ccccc3)ccc2O[C@@H]1CN(C)C
 : 5.7 | -24.6
C[C@@H]1CN([C@@H](C)CO)C(=O)c2cccc(NC(=O)C3CCCCC3)c2O[C@@H]1CN(C)Cc1ccc(C(=O)Nc2ccccc2N)cc1
 : 47.1 | 60.9*
COc1ccc(S(=O)(=O)Nc2cccc3c2O[C@@H](CN(C)C(=O)Nc2cccc4ccccc24)[C@H](C)CN([C@@H](C)CO)C3=O)cc1
 : -2.5 | -12.3
Cc1ccc(S(=O)(=O)Nc2cccc3c2O[C@@H](CN(C)Cc2ccc(Oc4ccccc4)cc2)[C@@H](C)CN([C@@H](C)CO)C3=O)cc1
 : -15.1 | 36.2
Cc1noc(C)c1NC(=O)N(C)C[C@@H]1Oc2ccc(NS(=O)(=O)c3cccs3)cc2CC(=O)N([C@H](C)CO)C[C@H]1C
 : 4.7 | -10.3
C[C@H](CO)N1C[C@H](C)[C@H](CN(C)Cc2ccc(C(=O)Nc3ccccc3N)cc2)Oc2ccc(NC(=O)CCC(F)(F)F)cc2C1=O
 : 24.4 | 40.5
C[C@H]1CN([C@@H](C)CO)C(=O)Cc2cc(NC(=O)Cn3cnnn3)ccc2O[C@@H]1CN(C)S(=O)(=O)c1cccs1
 : 12.0 | -9.8
C[C@@H]1CN([C@@H](C)CO)C(=O)c2cc(NS(=O)(=O)c3ccccc3)ccc2O[C@H]1CN(C)S(=O)(=O)c1ccccc1
 : 3.5 | 0.7
CC(C)NC(=O)N(C)C[C@H]1Oc2c(NC(=O)Nc3ccc4c(c3)OCO4)cccc2C(=O)N([C@H](C)CO)C[C@@H]1C
 : 4.8 | -7.9
C[C@@H]1CCCCO[C@@H](CN(C)C(=O)CCCN(C)C)[C@@H](C)CN([C@H](C)CO)C(=O)c2cc(NS(=O)(=O)c3cccs3)ccc2O1
 : 13.7 | -18.8
C[C@@H]1CN([C@@H](C)CO)C(=O)c2cc(NC(=O)Nc3ccccc3)ccc2O[C@@H]1CN(C)S(=O)(=O)c1ccccc1
 : 11.1 | 3.8

Of the compounds above, these have a halogen.
Screens in order – INS-1E rescue | T cruzi intra
C[C@H](CO)N1C[C@H](C)[C@H](CN(C)Cc2ccc(F)cc2)Oc2ncc(-c3cccc(F)c3)cc2C1=O
 : nt | 22.5
C[C@@H]1CN([C@@H](C)CO)C(=O)c2cccc(NC(=O)Nc3ccc(F)cc3)c2O[C@H]1CN(C)CC1CCCCC1
 : -24.9 | 9.5
CC(C)NC(=O)N(C)C[C@H]1Oc2c(NS(=O)(=O)c3ccc(F)cc3)cccc2C(=O)N([C@@H](C)CO)C[C@@H]1C
 : 3.5 | -24.4
C[C@H](CO)N1C[C@H](C)[C@H](CN(C)Cc2ccc(C(=O)Nc3ccccc3N)cc2)Oc2ccc(NC(=O)CCC(F)(F)F)cc2C1=O
 : 24.4 | 40.5

The listing continues:
Screens in order – INS-1E rescue | T cruzi intra
C[C@H]1CN([C@@H](C)CO)C(=O)c2cc(NC(=O)CCCN(C)C)ccc2O[C@@H]1CN(C)Cc1ccc2c(c1)OCO2
 : 3.1 | 8.9
C[C@@H]1CN([C@@H](C)CO)C(=O)c2cc(NC(=O)C3CCCCC3)ccc2O[C@H]1CN(C)C(=O)Nc1cccc2ccccc12
 : 2.4 | -0.6
C[C@@H]1CN([C@H](C)CO)C(=O)c2cc(NC(=O)c3ccncc3)ccc2O[C@@H]1CN(C)C(=O)Nc1ccc(F)cc1
 : 7.7 | -2.7
C[C@H]1CN([C@@H](C)CO)C(=O)Cc2cc(NS(=O)(=O)c3cn(C)cn3)ccc2O[C@H]1CN(C)Cc1ccccc1
 : 13.3 | -2.6
CNC[C@H]1Oc2ccc(NC(=O)Nc3ccccc3)cc2C(=O)N([C@H](C)CO)C[C@H]1C
 : 3.2 | -15.5
C[C@@H]1CN([C@H](C)CO)C(=O)c2cc(NC(=O)Cc3cn(C)c4ccccc34)ccc2O[C@H]1CN(C)Cc1ccncc1
 : nt | -7.0
Cc1noc(C)c1NC(=O)Nc1ccc2c(c1)CC(=O)N([C@H](C)CO)C[C@@H](C)[C@H](CN(C)Cc1ccncc1)O2
 : 6.3 | -13.0
COc1ccc(NC(=O)N(C)C[C@H]2Oc3c(NS(=O)(=O)c4cccs4)cccc3C(=O)N([C@@H](C)CO)C[C@@H]2C)cc1
 : 2.2 | -0.4
CC(C)NC(=O)N(C)C[C@@H]1OCCCC[C@@H](C)Oc2ccc(NC(=O)CCC(F)(F)F)cc2C(=O)N([C@H](C)CO)C[C@@H]1C
 : 1.7 | -18.7
Cc1ccc(S(=O)(=O)Nc2ccc3c(c2)C(=O)N([C@@H](C)CO)C[C@@H](C)[C@@H](CN(C)Cc2ccc(C(=O)O)cc2)O3)cc1
 : 3.2 | -2.9
C[C@H]1CN([C@@H](C)CO)C(=O)CCCn2nncc2CO[C@H]1CN(C)S(=O)(=O)c1ccc(-n2cccn2)cc1
 : nt | 16.9
O=C(NO)c1ccc(C(=O)N/N=C/c2ccc[nH]2)cc1
 : -3.9 | -2.8
C[C@H](CO)N1C[C@H](C)[C@H](CN(C)S(=O)(=O)c2ccc(Cl)cc2)Oc2ccc(NC(=O)C3CC3)cc2C1=O
 : -8.3 | 2.8
C[C@@H]1CN([C@H](C)CO)C(=O)c2cccc(NC(=O)c3nc4ccccc4s3)c2O[C@@H]1CN(C)CC1CC1
 : -10.4 | -17.0
C[C@H](CO)N1C[C@H](C)[C@H](CN(C)Cc2ccc3c(c2)OCO3)OCc2cn(nn2)CCCC1=O
 : nt | -17.0
C[C@@H]1CN([C@H](C)CO)C(=O)CCCn2nncc2CO[C@H]1CN(C)C(=O)Nc1ccccc1F
 : nt | -8.3
C[C@H](CO)N1C[C@H](C)[C@H](CN(C)C(=O)NC2CCCCC2)Oc2ccc(NC(=O)CCN3CCOCC3)cc2C1=O
 : nt | 1.5
COc1ccc(NC(=O)N(C)C[C@H]2Oc3ccc(NC(=O)Nc4ccccc4)cc3CC(=O)N([C@@H](C)CO)C[C@@H]2C)cc1
 : 3.4 | -10.6
COc1ccc(S(=O)(=O)Nc2cccc3c2O[C@@H](CN(C)S(=O)(=O)c2ccccc2)[C@@H](C)CN([C@H](C)CO)C3=O)cc1
 : 2.9 | 5.9
C[C@H](CO)N1C[C@H](C)[C@@H](CN(C)CC2CC2)Oc2c(NS(=O)(=O)c3ccccc3)cccc2C1=O
 : 1.9 | -17.9
Cc1ccc(S(=O)(=O)N(C)C[C@@H]2Oc3c(cccc3N(C)C)C(=O)N([C@@H](C)CO)C[C@H]2C)cc1
 : 7.9 | -0.5
C[C@H]1CN([C@@H](C)CO)C(=O)Cc2cc(NS(=O)(=O)c3cccs3)ccc2O[C@@H]1CN(C)S(=O)(=O)c1ccc(Cl)cc1
 : 2.3 | 12.6
C[C@@H]1CN([C@H](C)CO)C(=O)c2cccc(NS(=O)(=O)c3ccc(Cl)cc3)c2O[C@@H]1CN(C)S(=O)(=O)c1cn(C)cn1
 : 0.6 | -9.1
COc1ccc(S(=O)(=O)Nc2ccc3c(c2)CC(=O)N([C@H](C)CO)C[C@@H](C)[C@@H](CN(C)C(=O)Nc2c(C)noc2C)O3)cc1
 : 6.4 | -27.1
C[C@@H]1CCCCO[C@H](CN(C)C(=O)CCCN(C)C)[C@@H](C)CN([C@H](C)CO)C(=O)c2cc(NC(=O)Nc3ccc(F)cc3)ccc2O1
 : 7.3 | 37.6
COc1ccc(S(=O)(=O)N(C)C[C@@H]2Oc3ccc(NC(=O)NC(C)C)cc3CC(=O)N([C@H](C)CO)C[C@@H]2C)cc1
 : -3.3 | -0.4
C[C@@H]1CCCCO[C@H](CN(C)Cc2ccc3c(c2)OCO3)[C@@H](C)CN([C@H](C)CO)C(=O)c2cc(NC(=O)Nc3cccc4ccccc34)ccc2O1
 : -20.7 | 41.5
C[C@H](CO)N1C[C@H](C)[C@H](CN(C)Cc2ccc(C(=O)Nc3ccccc3N)cc2)Oc2ccc(N(C)C)cc2CC1=O
 : 65.2* | 59.0*
COc1ccc(NC(=O)N(C)C[C@@H]2Oc3ccc(NC(=O)Nc4cccc5ccccc45)cc3CC(=O)N([C@H](C)CO)C[C@@H]2C)cc1
 : 12.1 | -27.2
COc1ccc(CN(C)C[C@@H]2Oc3ccc(NS(=O)(=O)c4ccc(OC)cc4)cc3CC(=O)N([C@H](C)CO)C[C@H]2C)cc1
 : -8.2 | 70.2*

Screens in order – INS-1E rescue | T cruzi intra
C[C@@H]1CN([C@@H](C)CO)C(=O)c2cccc(NS(=O)(=O)c3ccc(F)cc3)c2O[C@H]1CN(C)C(=O)Nc1ccc(C(F)(F)F)cc1
 : 0.7 | 6.8
Cc1ccc(S(=O)(=O)Nc2cccc3c2O[C@@H](CN(C)C(=O)Nc2ccccc2)[C@H](C)CN([C@H](C)CO)C3=O)cc1
 : 2.3 | 6.7
COc1ccc(NC(=O)N(C)C[C@@H]2Oc3c(NC(=O)Nc4cccc5ccccc45)cccc3C(=O)N([C@@H](C)CO)C[C@H]2C)cc1
 : 3.2 | -7.9
C[C@@H]1CN([C@@H](C)CO)C(=O)c2cc(NC(=O)C3CCCCC3)ccc2O[C@H]1CN(C)S(=O)(=O)c1ccccc1
 : -4.4 | 0.5
C[C@H]1CN([C@@H](C)CO)C(=O)c2cc(NC(=O)Cc3ccccc3)ccc2O[C@H]1CN(C)Cc1ccc(C(=O)O)cc1
 : nt | -17.2
C[C@@H]1CN([C@@H](C)CO)C(=O)c2cc(NC(=O)Nc3ccc(C(F)(F)F)cc3)ccc2O[C@H]1CN(C)Cc1ccc(Oc2ccccc2)cc1
 : -110.6 | 51.2
C[C@@H]1CN([C@@H](C)CO)C(=O)c2cccc(NC(=O)Nc3ccc(F)cc3)c2O[C@H]1CN(C)C(=O)Nc1ccc(F)cc1
 : 6.5 | -12.8
COc1ccc(NC(=O)Nc2ccc3c(c2)C(=O)N([C@H](C)CO)C[C@H](C)[C@H](CN(C)C(=O)NC(C)C)OCCCC[C@@H](C)O3)cc1
 : 3.8 | -0.9
Cc1noc(C)c1NC(=O)Nc1ccc2c(c1)CC(=O)N([C@@H](C)CO)C[C@H](C)[C@@H](CN(C)Cc1ccncc1)O2
 : -0.6 | -14.5
Cc1noc(C)c1NC(=O)N(C)C[C@@H]1Oc2c(NC(=O)c3ccc(-c4nccs4)cc3)cccc2C(=O)N([C@@H](C)CO)C[C@H]1C
 : 6.9 | -15.7
CNC[C@H]1Oc2ccc(NC(=O)C3CC3)cc2C(=O)N([C@@H](C)CO)C[C@@H]1C
 : 5.7 | -10.8
